RAD52 inh: blocks human RAD52 DNA annealing. P43351. recombinant RAD52 DNA annealing, FRET fluorescence. inhibition, % at 18.7 µM. actives 0.46% (n = 360,000);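 active = every replicate showing at least 50% inhibition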
esBAF inh: inhibitors of esBAF chromatin remodeling in mouse ES cells; reporter increase, % at 12.5 µM; actives 2% (n = 350,000); Bmi1-luciferase knock-in reporter, 24 h; 100% = twice the neutral-well signal; AID 602393; in the data active = activation above about 40%;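 also: 0% = median of the plate's neutral control wells and 100% = double that signal; a rise in the Bmi1 reporter signal indicates esBAF inhibition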
FN deposition inh: fibronectin deposition inhibition; actives 0.086% (n = 350,000); AH1F fibroblasts, Alexa488-fibronectin deposition fluorescence, overnight; inhibition, % at 12.6 µM;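 active = mean inhibition across replicates of 30% or more, regardless of how many single replicates reach that level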;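 also: positive control wells lacked labelled fibronectin entirely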
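Assay system: AH1F fibroblasts / Quantity: 10000 cells per well / Medium: DMEM plus 2% serum, read in PBS / Reagent: labelled fibronectin 24 nM / Dosing: single dose, pinned / Times: 1 h cell attachment, overnight exposure to compound and label / Signal: fluorescence, ex 485 nm, em 525 nm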
RAD54 inh: RAD54 (human) branch migration inhibition | Q92698 | RAD54 Holliday junction branch migration, FAM/BHQ fluorescence | inhibition, % at 10.4 µM | actives 0.14% (n = 360,000) | AID 602329;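 active = mean normalized replicate activity at least 40 and at least half of replicates scoring 40 or more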;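 also: 0% = median of neutral control wells and 100% = median of positive control wells; inhibitors cause a drop in the FAM fluorescence signal; in these data hits start at about 50%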
E-selectin induc: E-selectin induction on HUVECs. HUVEC E-selectin immunofluorescence imaging; normalized: neutral wells 0, TNF-alpha wells 100. activation, % at 7.58 µM. actives 0.37% (n = 260,000). AID 686992;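 active = mean E-selectin-positive cell signal at least 10% of the positive control, reached in at least 60% of replicates, without over 20% cell loss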;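 also: in these data hits start at about 27%; measured in HUVEC primary endothelial cells; signal is the percent of cells scored E-selectin positive by PE staining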
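Material: HUVEC primary endothelial cells; Amount: 3,000 cells per well; Dosing: single concentration; Medium: EGM-2 growth medium on 0.1% gelatin-coated wells; Read-out basis: percent E-selectin-positive cells; Signal: immunofluorescence imaging; Control set: TNF-alpha, DMSO.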
EWS-Fli block: EWS/Fli transcriptional activity inhibition | A673 NR0B1-luciferase reporter, viability-normalised | inhibition, % at 12.6 µM | actives 0.67% (n = 350,000);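 active = mean inhibition of at least 50% after viability correction, with every replicate also passing that limit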;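 also: firefly luciferase signal divided by Alamar Blue viability fluorescence both relative to DMSO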
S100A4 MyoIIA: inhibitors of human S100A4 binding to myosin IIA peptide; P26447; S100A4/TAMRA-MyoIIA peptide fluorescence polarization; inhibition, % at 10.7 µM; actives 0.14% (n = 360,000); AID 652163;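 active = mean inhibition of at least 70% across replicates, with every replicate also reaching that level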
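incubation = readout 5 min after mixing, signal stable up to 60 min | system = S100A4 monomer protein | buffer or medium = HEPES pH 7.2 with CaCl2, KCl, NaCl, DTT, Triton | benchmarks = neutral control DMSO, positive control TFP | also added = fluorescent myosin IIA peptide, 5 nM | compound dosing = one concentration per compound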
XiGFP reactiv: activators of X-chromosome reactivation in mouse fibroblasts; XiGFP mouse fibroblasts, % GFP-positive cells imaging, 3 d; cells co-treated with 5-aza-dC sensitizer; scaled so ellipticine positive control = 100%; activation, % at 7.58 µM; actives 0.055% (n = 360,000); AID 743238;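 active = mean normalized replicate activation at least 10% and every replicate at or above 10%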;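 also: 0% = median of on-plate neutral control wells and 100% = ellipticine 6 µM median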
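Assay system – SV40-immortalized XiGFP fibroblast cells, line 68-5-11 · Buffer or medium – DMEM supplemented with 5-aza-dC as sensitizing agent · Dosing – one concentration, pinned · Benchmarks – positive control ellipticine, 6 µM final · Times – 3 days compound exposure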
An asterisk follows results filed as active; i = inactive; · = not tested or not shown.

SMILES,RAD52 inh,esBAF inh,FN deposition inh,RAD54 inh,E-selectin induc,EWS-Fli block,S100A4 MyoIIA,XiGFP reactiv
Cc1c[n+]([O-])ccc1Oc1ccc([N+](=O)[O-])cc1,-1,-8,3,11,0.0,-7,-3,0.0
CCC(=O)Nc1ccc(C(=O)COC(=O)CCN2C(=O)C3CC=CCC3C2=O)cc1 (configuration not stated),-10,2,-1,5,-1.9,9,-2,0.0
COc1cccc(C=NN(C)c2c([N+](=O)[O-])cc(C(F)(F)F)cc2[N+](=O)[O-])c1O,0,·,0,·,0.1,-3,1,0.0
COc1cnn(-c2cccc(C(F)(F)F)c2)c(=O)c1Cl,-11,·,11,-2,·,-19,-2,0.0
O=C1ON=C(c2ccccc2)/C1=C/c1ccccc1,-11,3,1,-29,·,0,-3,0.0
Cc1cccc(C)c1NC(=O)c1cccc(C(=O)Nc2c(C)cccc2C)n1,1,2,2,-7,-0.1,5,-6,-0.1
COc1ccc(NC2=CC(c3ccccc3)N(c3ccc(OC)cc3)C2=O)cc1 (configuration not stated),-16,·,2,0,17,-4,-6,0.0
C=CC1=C2C=C(C3CC3)N(C3CC3)C=C2C(=O)C(C)(OC(=O)c2ccco2)C1=O (configuration not stated),-58,1,-8,-7,-0.2,-8,10,0.0

3 compounds already listed, ordered by molecular weight, smallest number first.
SMILES,RAD52 inh,esBAF inh,FN deposition inh,RAD54 inh,E-selectin induc,EWS-Fli block,S100A4 MyoIIA,XiGFP reactiv
COc1cnn(-c2cccc(C(F)(F)F)c2)c(=O)c1Cl,-11,·,11,-2,·,-19,-2,0.0
Cc1cccc(C)c1NC(=O)c1cccc(C(=O)Nc2c(C)cccc2C)n1,1,2,2,-7,-0.1,5,-6,-0.1
CCC(=O)Nc1ccc(C(=O)COC(=O)CCN2C(=O)C3CC=CCC3C2=O)cc1 (configuration not stated),-10,2,-1,5,-1.9,9,-2,0.0

(listing goes on)
SMILES,RAD52 inh,esBAF inh,FN deposition inh,RAD54 inh,E-selectin induc,EWS-Fli block,S100A4 MyoIIA,XiGFP reactiv
COc1cc2ccc(C(=O)O)cc2cc1OC,-3,2,5,6,0.0,3,-7,0.0
CC/C(C)=N/Nc1ccc(S(=O)(=O)N2CCCC2)cc1[N+](=O)[O-],4,·,9,-3,·,0,1,0.1
Cc1c2cc(O)c(=O)cc-2oc2cc(O)c(O)cc12,i,-16,·,-330,·,-10,180*,·
CO[C@H](CN(C)C(=O)C1CCOCC1)[C@@H](C)CN([C@@H](C)CO)S(=O)(=O)c1ccccc1,-8,0,1,-5,0.1,-3,-10,0.0
O=S(=O)(c1ccc(SCCOc2cccc(Br)c2)nc1)N1CCCC1,-6,-1,5,-5,·,9,-4,-0.1
O=C(O)Cn1nc(-c2ccccc2)ccc1=O,5,-7,3,-6,0.3,7,4,0.0
COCCCn1c(SCC(=O)Nc2oc(C)c3c(C)n[nH]c(=O)c23)nc2sc3c(c2c1=O)CCC3,1,9,0,-10,-0.1,2,-4,0.4
Cc1noc(C)c1NC(=O)Nc1ccc2c(c1)C(=O)N([C@H](C)CO)C[C@H](C)[C@H](CN(C)C(=O)CCCN(C)C)OCCCC[C@@H](C)O2,-1,3,·,-2,-0.1,-11,8,-0.3
OC[C@H]1[C@@H](c2ccc(-c3ccc(F)cc3)cc2)[C@H]2CN(Cc3ccncc3)CCCCN21,-5,-4,·,5,0.0,-4,1,0.1
CCN(CC)C(=O)c1c(-c2ccccc2)oc2ccc(OC)cc12,-2,·,-11,·,·,1,-5,0.5
C[C@@H]1CCCCO[C@@H](CN(C)C)[C@@H](C)CN([C@H](C)CO)C(=O)c2cc(NS(=O)(=O)c3ccccc3)ccc2O1,-1,-1,-3,1,-0.1,-1,12,0.1
Cc1ccccc1-c1nc(CS(=O)(=O)CC(=O)NC2CCCCC2C)c(C)o1 (configuration not stated),-10,7,-12,-1,·,-10,-3,0.1
C/C(=N\NC(=O)c1cc(C)[nH]n1)c1ccc(-c2ccccc2)cc1,-7,14,3,-5,0.3,-50,-4,0.2
Cc1nc2ccccc2n1Cc1ccc(Cl)cc1,-9,-12,10,-3,0.0,24,-3,0.0
C=C(C)CNC(=S)Nc1cccc(N)n1,-20,·,0,·,3.6,-5,4,0.0
C[C@H]1CN([C@@H](C)CO)C(=O)c2cc(NC(=O)CCC(F)(F)F)ccc2O[C@@H]1CN(C)Cc1ccccc1,0,-2,·,8,-0.1,3,-3,0.0
CO[C@H]1CN(C)C(=O)c2cc(NS(=O)(=O)CC(F)(F)F)ccc2OC[C@H](C)N(Cc2cccnc2)C[C@H]1C,8,-5,·,4,0.1,-3,3,-0.1
NC(=O)c1nsc(C(=O)N(c2ccccc2)C(C(=O)NC2CCCCC2)c2ccc(O)cc2)c1N (configuration not stated),-4,5,-1,1,·,5,-13,0.1
O=C(c1cc(COc2ccc(F)cc2Cl)on1)N1CCc2ccccc2C1,-4,-6,-4,13,-1.0,-1,3,0.3
C[C@H]1CN([C@@H](C)CO)S(=O)(=O)c2ccc(C#CC(C)(C)O)cc2O[C@@H]1CN(C)Cc1ccc(F)cc1,14,4,-2,1,0.4,-5,-2,0.1
Cc1cccc(C)c1NC(=O)C1(NC(=O)c2cnccn2)CCCCC1,5,-2,-4,-1,0.0,-15,0,0.0
C=CC[C@]1(C(=O)N2CCOCC2)COC(c2ccc(OCCCO)cc2)=N1,-10,·,·,-9,·,-6,11,·
CCNC(=O)Nc1ccc2c(c1)C(=O)N(C)[C@@H]1CC[C@@H](CC(=O)NC3CCCCC3)O[C@H]1CO2,15,1,17,-12,-0.1,7,10,0.0
CCOC(=O)Cc1csc(N/N=C/c2cccc([N+](=O)[O-])c2)n1,-11,-1,-4,-3,·,-18,-2,0.0
COc1cc(C)c(C(=O)Oc2cc(C)c(C(=O)O)c(O)c2C)c(O)c1C(=O)O,-4,6,·,-7,·,0,2,·
CCCn1c(SCC(=O)Nc2ccc(S(=O)(=O)N(C)C)cc2)n[nH]c1=O,-8,-9,-27,-11,4.2,9,-5,0.5
Cc1ccc(C)c(NS(=O)(=O)c2cc(C(=O)NCC3CCCO3)ccc2C)c1 (configuration not stated),6,·,-1,0,-0.2,·,3,-0.1
N#Cc1ccc(C23CC4(C2)[C@H](CN(Cc2ccc(C(F)(F)F)cc2)[C@@H]4c2ccccc2)C3c2ccc(C(F)(F)F)cc2)cc1 (some centres not stated),-36,·,8,·,1.1,8,-6,0.2
CO[C@@H]1CN(C)C(=O)c2ccc(NC(=O)C3CC3)cc2OC[C@H](C)N(C(=O)C2CCCCC2)C[C@H]1C,2,3,1,-3,-0.2,3,14,0.3
CC1=C(C(=O)OCc2ccccc2)C(c2cccc(F)c2)NC(=O)N1 (configuration not stated),7,-10,7,1,-0.2,-2,1,0.1
O=C1C(=O)N(CCO)C(c2ccccc2[N+](=O)[O-])/C1=C(\O)c1ccccc1 (configuration not stated),4,10,-3,16,0.4,-12,3,0.0
CCOc1ccccc1-n1nnnc1SCC(=O)NCc1ccco1,-14,·,-11,·,·,-7,-3,0.1

Whole records as entered above. Values in the order: RAD52 inh, esBAF inh, FN deposition inh, RAD54 inh, E-selectin induc, EWS-Fli block, S100A4 MyoIIA, XiGFP reactiv
N#Cc1ccc(C23CC4(C2)[C@H](CN(Cc2ccc(C(F)(F)F)cc2)[C@@H]4c2ccccc2)C3c2ccc(C(F)(F)F)cc2)cc1 (some centres not stated) across the screens: -36, ·, 8, ·, 1.1, 8, -6, 0.2
CO[C@@H]1CN(C)C(=O)c2ccc(NC(=O)C3CC3)cc2OC[C@H](C)N(C(=O)C2CCCCC2)C[C@H]1C across the screens: 2, 3, 1, -3, -0.2, 3, 14, 0.3

More results
SMILES,RAD52 inh,esBAF inh,FN deposition inh,RAD54 inh,E-selectin induc,EWS-Fli block,S100A4 MyoIIA,XiGFP reactiv
CS(=O)(=O)N(CC(=O)NC1CC2CCC1C2)c1ccc(Oc2ccccc2)cc1 (configuration not stated),-9,·,0,·,·,-10,-2,0.1
Cc1ccc(C2=NS(=O)(=O)N(C)C(C(=O)Nc3ccc4c(c3)OCO4)=C2)cc1,-13,26,-6,-9,-0.2,-28,8,0.0
Cc1ccc(S(=O)(=O)N[C@H]2C=C[C@@H](CC(=O)N3CCN(c4ccccc4)CC3)O[C@H]2CO)cc1,2,-3,-15,-4,-0.1,-4,29,-0.1
CC(Sc1nnc(-c2ccncc2)n1C)C(=O)Nc1nccs1 (configuration not stated),6,-5,7,-2,·,9,-3,0.2
Cc1ccc(/C=N/NC(=O)C[n+]2ccccc2)s1,-22,·,-4,·,1.2,6,-8,0.7
COc1ccc(NC(=O)N(C)C[C@H]2OCCCC[C@@H](C)Oc3ccc(NC(=O)C4CCCCC4)cc3C(=O)N([C@@H](C)CO)C[C@@H]2C)cc1,-9,-3,·,14,-0.2,0,10,0.0
O=C(Cc1cccs1)N(c1ccccc1)C1C=CS(=O)(=O)C1 (configuration not stated),1,1,·,3,·,-3,-7,·
CCCNC(=O)N1C[C@@H](O)COC[C@@H]2O[C@@H](CC(=O)N3CCCCC3)CC[C@H]21,4,-7,-11,0,-0.1,3,-3,-0.1
CCCn1c(C)cc(C(=O)Cn2nnc3ccccc3c2=O)c1C,-1,·,6,·,1.4,-7,0,0.3
CCCCC(CC)CNC(=O)CC1Nc2c3ccccc3nc(=S)n2C1=O (configuration not stated),3,·,0,·,0.3,-2,-1,-0.1
O=C(C[C@@H]1CC[C@@H]2[C@H](COC[C@H](O)CN2C(=O)c2ccccc2F)O1)N1CCN(c2ccccc2)CC1,-20,6,-7,9,0.0,5,5,-0.1
CN1C(=O)c2cc(NC(=O)Cc3ccccc3)ccc2OC[C@@H]2O[C@@H](CC(=O)NCC3CC3)CC[C@@H]21,-13,-6,18,9,0.0,-4,-2,0.1
CC(C)CSC1=NSC2=NC(=O)/C(=C\c3ccccc3)C(=N)N12,-69,11,-2,-1,0.7,-148,-8,0.0
CS(=O)(=O)N(CC(=O)N1CCc2ccccc2C1)c1ccccc1F,-2,-4,4,-11,-0.1,3,-16,0.1
CC(=O)Nc1ccc(S(=O)(=O)N2CCN(C(=O)c3ncoc3-c3ccc(C)cc3)CC2)cc1,-20,-3,-1,-1,·,6,-3,-0.1
